# CXCR6 inh: blocks human CXCR6 beta-arrestin recruitment; AID 602244; CHO-K1 PathHunter CXCR6 beta-arrestin, luminescence; 360,000 tested, 0.36% active; inhibition, % at 20 µM; in the data active = inhibition above about 34%, passing the limit was not always enough;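 note: antagonist mode with CXCL16 agonist at 10 nM final; 0% = 10 nM CXCL16 with DMSO and 100% = unstimulated wells without agonist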
# Target sequence (O00574 whole entry, looked up): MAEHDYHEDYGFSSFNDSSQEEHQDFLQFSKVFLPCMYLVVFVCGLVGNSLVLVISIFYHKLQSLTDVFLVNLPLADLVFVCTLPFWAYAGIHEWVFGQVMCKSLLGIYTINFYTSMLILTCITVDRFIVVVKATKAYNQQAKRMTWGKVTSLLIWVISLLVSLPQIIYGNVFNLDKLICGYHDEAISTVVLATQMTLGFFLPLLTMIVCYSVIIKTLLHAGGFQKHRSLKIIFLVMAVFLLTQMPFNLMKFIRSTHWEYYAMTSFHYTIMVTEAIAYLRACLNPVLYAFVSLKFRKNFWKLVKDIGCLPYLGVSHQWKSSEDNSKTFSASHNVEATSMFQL
# * hit, by the source's call. Only part of the results is shown, so the mix of outcomes need not match the whole.
# The opening 15 entries, ahead of the listing:
SMILES,CXCR6 inh
O=C(Cc1ccc(NC(=O)C2CCCN(C(=O)C3CC3)C2)cc1)Nc1cccc(C(=O)N2CCCCC2)c1 (stereo unspecified),-6
Cc1cc(C)c2c(=O)n3c(nc2c1)C(Cc1ccccc1)NC(=O)c1cc2ccccc2cc1-3 (stereo unspecified),0
COC(=O)[C@@]1(Sc2ccc(C)cc2)CC(=O)N(C(=O)c2ccccc2)[C@@H]1c1ccccc1,22
CCc1nc2ccc(C(=O)Nc3ccc(OC)c(OC)c3)cn2c1N(C)C(=O)c1cccc(OC)c1,-4
CN(Cc1cn(Cc2ccccc2)nn1)C1CN(Cc2cn(Cc3ccccc3)nn2)S(=O)(=O)C1 (stereo unspecified),-3
COc1ccccc1CNS(=O)(=O)CCNC1CC1,-1
Cc1c(C)c2cc(Cl)c(OCC(=O)NCCCN3CCCC3=O)cc2oc1=O,2
CC(=O)N(C(C)=O)c1ccc(Oc2ccc(Oc3ccc(N(C(C)=O)C(C)=O)cc3)cc2)cc1,-5
COc1ccccc1CNc1nc(NCc2ccccc2OC)c2sccc2n1,0
Cc1ccc(S(=O)(=O)N(C)C[C@@H]2Oc3ccc(NS(=O)(=O)c4ccccc4)cc3CC(=O)N([C@@H](C)CO)C[C@H]2C)cc1,8
Cc1ccc(-c2nc3cc(C)c(Br)c(C)n3c2Cc2ccsc2)cc1,2
O=c1[nH]c(=S)[nH]c2c1C(C1CCCCC1)OC(C1CCCCC1)C2 (stereo unspecified),-1
COc1ccc(/C=N/Nc2nc3ccccc3s2)cc1O,-7
O=C(Nc1ccc(OCc2ccccc2)cc1)Nc1nnc([C@@H]2C[C@H](O)[C@@H](CO)O2)s1,-1
N#Cc1ccc(-c2nc3ccc(Br)cn3c2Cc2ccsc2)cc1,5

# The list itself (from the top)
SMILES,CXCR6 inh
O=C(Cc1ccc(NC(=O)C2CCCN(C(=O)C3CC3)C2)cc1)Nc1cccc(C(=O)N2CCCCC2)c1 (stereo unspecified),-6
Cc1cc(C)c2c(=O)n3c(nc2c1)C(Cc1ccccc1)NC(=O)c1cc2ccccc2cc1-3 (stereo unspecified),0
COC(=O)[C@@]1(Sc2ccc(C)cc2)CC(=O)N(C(=O)c2ccccc2)[C@@H]1c1ccccc1,22
CCc1nc2ccc(C(=O)Nc3ccc(OC)c(OC)c3)cn2c1N(C)C(=O)c1cccc(OC)c1,-4
CN(Cc1cn(Cc2ccccc2)nn1)C1CN(Cc2cn(Cc3ccccc3)nn2)S(=O)(=O)C1 (stereo unspecified),-3
COc1ccccc1CNS(=O)(=O)CCNC1CC1,-1
Cc1c(C)c2cc(Cl)c(OCC(=O)NCCCN3CCCC3=O)cc2oc1=O,2
CC(=O)N(C(C)=O)c1ccc(Oc2ccc(Oc3ccc(N(C(C)=O)C(C)=O)cc3)cc2)cc1,-5
COc1ccccc1CNc1nc(NCc2ccccc2OC)c2sccc2n1,0
Cc1ccc(S(=O)(=O)N(C)C[C@@H]2Oc3ccc(NS(=O)(=O)c4ccccc4)cc3CC(=O)N([C@@H](C)CO)C[C@H]2C)cc1,8
Cc1ccc(-c2nc3cc(C)c(Br)c(C)n3c2Cc2ccsc2)cc1,2
O=c1[nH]c(=S)[nH]c2c1C(C1CCCCC1)OC(C1CCCCC1)C2 (stereo unspecified),-1
COc1ccc(/C=N/Nc2nc3ccccc3s2)cc1O,-7
O=C(Nc1ccc(OCc2ccccc2)cc1)Nc1nnc([C@@H]2C[C@H](O)[C@@H](CO)O2)s1,-1
N#Cc1ccc(-c2nc3ccc(Br)cn3c2Cc2ccsc2)cc1,5
O=C(CSc1nc2ccc(F)cc2c(=O)n1-c1ccccc1)Nc1ccc2c(c1)CCC2,5
C[C@H]1CN(Cc2ccccc2)C(=O)[C@@H]1CC(=O)Nc1ccccc1,5
Cc1ccc(CNC(=O)C2CCC(=O)N(Cc3cccc(F)c3)C2)s1 (stereo unspecified),-1
CC1(C(=O)NS(=O)(=O)c2ccc(F)cc2F)CCN1C(=O)c1ccco1 (stereo unspecified),-2
CCCCCCn1c(=O)n2n(c1=O)[C@@H]1CN(S(=O)(=O)c3ccc(C)cc3)C[C@]1(O)[C@@H](OC(=O)Nc1c(C)noc1C)C2,1
C[C@@H]1CN([C@@H](C)CO)S(=O)(=O)c2ccc(/C=C/c3ccccc3)cc2O[C@@H]1CN(C)Cc1ccc(C(=O)O)cc1,-7
O=C(c1ccc(C(F)(F)F)cc1)N(CCCn1ccnc1)C(c1ccccn1)c1nc2ccccc2[nH]1 (stereo unspecified),-2
Oc1ccc(C[C@H]2CNC(=S)N2CC2CCCN2C[C@H](Cc2ccc(O)cc2)N2C[C@H](Cc3ccc(O)cc3)N(CC3CCCCC3)C2=S)cc1 (stereo partly specified),13
Cc1ccc(S(=O)(=O)N2C[C@@H](C)[C@]3(C2)[C@H](O)[C@H](OC(=O)NCc2ccccc2F)C[C@H]2C(=O)N(c4ccccc4)C(=O)[C@H]23)cc1,-3
CN1C[C@H]2CON(C)[C@H]2C[C@H]1c1cccc(N2CCOCC2)c1,17
OC(c1ccc(F)c(F)c1)c1nc(-c2cccc3cccnc23)cs1 (stereo unspecified),-1
COc1cccc(-c2cnc(C(O)c3cc(C)cc(C)c3)[nH]2)c1 (stereo unspecified),6
c1ccc2c(c1)COc1c3cc4c(cc3nn1-2)OCO4,-3
C#CCOCCOCCOCCNc1nc(N2CCN(C(=O)Cn3cc(CCO)nn3)CC2)nc(N2CCN(C(=O)Cn3cc(CCO)nn3)CC2)n1,-10
COc1ccc(C(=O)Nc2nnc([C@@H]3C[C@H](O)[C@@H](CO)O3)s2)cc1,-7
CC1=NNC(=O)/C1=C\c1cn(-c2ccccc2)nc1-c1ccccc1,34
Cc1nc2c(C)cccn2c1/C(O)=C1\C(=O)C(=O)N(CCN(C)C)C1c1cccs1 (stereo unspecified),-5
O=C(c1ccccc1)C1N=NCC1c1ccc(Cl)cc1 (stereo unspecified),3
N#Cc1ccsc1NC(=O)CSc1nnc(NC2CC2)s1,-6
CC(C)n1ncc2c(C(=O)N3CCN(S(=O)(=O)c4cccc(F)c4)CC3)cc(C3CC3)nc21,-9
COC(=O)c1ccc2nc(-c3ccc(Cl)cc3)c(Cc3ccc(OC)cc3C)n2c1,20
CCOc1ccc(CCN2C(=O)C(=O)N([C@@H](CC(C)C)CN3CCC[C@H]3CN3C(=O)C(=O)NC[C@@H]3CC(C)C)C[C@@H]2CC(C)C)cc1,2
Cc1ccc(C(=O)OCC(=O)Nc2cc(Cl)ccc2C#N)o1,-3
O=C(Nc1cccc(C(=O)N2CCCCC2)c1)c1ccccc1,-2
COc1ccc(-c2cnc3c(NC(C)=O)cc(-c4ccccc4OC)cn23)cc1OC,9
CC(=O)Nc1ccc(OCc2cn(CC(=O)c3ccc(O)cc3)nn2)cc1,34
CSc1ccc(CN2CCC2(C)C(=O)Nc2cccc(NS(C)(=O)=O)c2)cc1 (stereo unspecified),8
Cc1cccc(C=CC(=O)c2ccc(Cl)cc2)c1,-7
COc1ccc(-n2nnnc2C(c2cc3ccccc3o2)N2CCN(C/C=C/c3ccccc3)CC2)cc1 (stereo unspecified),5
COc1cc(NC(=O)c2cc(S(=O)(=O)N3CCCCC3)ccc2N2CCOCC2)cc(OC)c1OC,2
O=C(NCc1nnnn1-c1ccc(F)cc1)c1ccc(S(=O)(=O)N2CCOCC2)cc1,3
O=C(Nc1ccccc1C(F)(F)F)NC1(C(=O)N2CCOCC2)CCCCC1,-1
C#CCOC(=O)CCCN1C(=O)c2cccc3cccc(c23)C1=O,3
COC(=O)[C@]12CCCCC=C1N(CCC1=CCCCC1)C(=O)[C@H](CC(=O)NCc1cccc(C(F)(F)F)c1)C2,2
O=C(NC1CC1)c1cc(-c2ccco2)nc2ccccc12,0
# The results go on.
SMILES,CXCR6 inh
O=C(NC1CCCCC1)C1c2ccccc2OCC(=O)N1Cc1ccccc1 (stereo unspecified),5
COc1ccc(-c2cc(=O)c3ccc(O)cc3o2)cc1OC,-2
CC(NC(=O)CSc1ccc(S(=O)(=O)N2CCOCC2)cn1)c1ccc(Cl)cc1Cl (stereo unspecified),-2
CC1=C(C(=O)N(C)C)CC(CC(=O)NCc2cccs2)C(=O)N1Cc1ccc(C(C)(C)C)cc1 (stereo unspecified),-1
Cc1ccc(CN2CC(N3CCC(c4ccccc4)CC3)CS2(=O)=O)cc1 (stereo unspecified),3
CC(C)Oc1ccc(CN2CCC2(C)C(=O)Nc2cccc3cccnc23)cc1 (stereo unspecified),8
N#CCCN(Cc1ccccc1)C(c1ccnc2ccccc12)c1nnnn1-c1ccc2c(c1)OCCO2 (stereo unspecified),7
Cc1ccc(-c2cnc(C(O)c3cc(Cl)cc(Cl)c3)[nH]2)cc1 (stereo unspecified),-2
O[C@H]1CN(CC2CCCCC2)[C@@H](c2ccccc2)C[C@@H]1n1cc(C2CC2)nn1,-2
CCN1C(=O)[C@H]2[C@@H](c3ccc(C(F)(F)F)cc3)N[C@]3(CCCN(Cc4cccn4C)C3=O)[C@H]2C1=O,0
C=C1C(=O)[C@]23C[C@H]1CC[C@H]2[C@]1(C)[C@@H](OC(C)=O)CC[C@@](C)(C(=O)O)[C@H]1C[C@@H]3O,3
CCc1nnc(NC(=O)CSc2nc(-c3ccc(F)cc3)cc(-c3ccccc3)c2C#N)s1,0
COc1cccc(CN2CCC2(C)C(=O)Nc2cccc3cccnc23)c1F (stereo unspecified),0
CC(=O)Nc1ccc(-c2ccnc3c2CC(C)(C(=O)NC(C)C)O3)cc1 (stereo unspecified),1
C=CCn1c(COc2cccc(C)c2)nnc1SCC(=O)c1c(N)n(C)c(=O)n(C)c1=O,-8
O=C(Nc1ccn(CCOC(=O)c2ccccc2)c(=O)n1)c1ccccc1,3
Cc1cccc(-c2n[nH]nc2C2=CC(=O)CC(C)(C)C2)c1,-7
COc1ccc(-c2nc(CN3CCC(C(=O)NC4CCCc5ccccc54)CC3)c(C)o2)cc1OC (stereo unspecified),-4
COc1ccc(NC(=O)c2cc(-c3cc(F)ccc3OCC3CCCO3)n[nH]2)cc1OC (stereo unspecified),7
C[C@H]1CN([C@@H](C)CO)C(=O)c2cc(Br)cnc2O[C@H]1CN(C)S(=O)(=O)c1cccs1,4
Nc1ccc(-c2cn3cccnc3n2)cc1,2
Nc1ccn([C@@H]2O[C@H](C(=O)NCCc3ccc(F)cc3)[C@@H](O)[C@H]2O)c(=O)n1,-5
COc1c(C)cc(C(O)c2ncc(-c3ccc4ccccc4c3)[nH]2)cc1C (stereo unspecified),-4
CCCCNc1ccc2c(c1)C1CC2CCN1C(=O)OCc1ccccc1 (stereo unspecified),-1
C[C@H]1CN([C@@H](C)CO)S(=O)(=O)c2ccc(Br)cc2O[C@@H]1CN(C)C(=O)Nc1ccc2c(c1)OCO2,0
CC(=O)N1C2=CCCC3CCCCC23c2ccccc21 (stereo unspecified),-2
O=C1CCC(C(=O)N2CCN(c3cnccn3)CC2)CN1CCc1ccccc1 (stereo unspecified),2
CCOc1ccc2nc(NC(=O)c3cccc(-c4cc5ccccc5oc4=O)c3)sc2c1,-6
CSc1ccc(NC(=O)C2(C)CCN2C(=O)c2sccc2C)cc1 (stereo unspecified),4
CCc1nc2c(OCc3cc(Cl)cc(Cl)c3)cccn2c1N(C=O)Cc1ccc(OC)cc1,27
Cc1cccc(C(C)C)c1NC(=O)COC(=O)CCC(=O)N(CC(C)C)c1c(N)n(CC(C)C)c(=O)[nH]c1=O,2
CCCCOc1ccc(S(=O)(=O)NC(=O)C2(C)CCN2C(=O)Cc2cccs2)cc1 (stereo unspecified),6
COc1cc(C(=O)NCCNC(=O)c2ccco2)cc(OC)c1OC,0
CCN(C(=O)COC(=O)c1ccccc1Oc1ccccc1)c1c(N)n(Cc2ccccc2)c(=O)[nH]c1=O,14
COc1cccc(S(=O)(=O)N(C)C[C@@H]2OCc3cn(nn3)CCCC(=O)N([C@@H](C)CO)C[C@H]2C)c1,4
O=C(NCc1cccnc1)c1csc([C@@H]2O[C@H](CO)[C@H](O)[C@H](O)[C@H]2O)n1,-2
COc1ccc(Nc2cc(C)nc3ncnn23)cc1,5
Cc1nc(Cc2nnc(SC(C)C(=O)Nc3ccccc3)o2)cs1 (stereo unspecified),8
O=C(NCc1ccccc1)C1c2ccccc2OCC(=O)N1CCCN1CCOCC1 (stereo unspecified),4
O=C1C(=Cc2cccc(Cl)c2)Cc2ccccc21,7
CN(C)C(=O)c1cccc(-c2cc(NC=O)c3ncc(-c4ccc(F)c(Cl)c4)n3c2)c1,13
O=c1ccn([C@@H]2O[C@H](CNCc3cccc4c3sc3ccccc34)[C@@H](O)[C@H]2O)c(=O)[nH]1,1
Cc1cccc(S(=O)(=O)N(C)C[C@@H]2OCc3cn(nn3)CCCC(=O)N([C@H](C)CO)C[C@H]2C)c1,-5
COc1ccc(/C=C/C(=O)OCC(=O)c2cc(C)ccc2C)cc1,4
O=C(C[C@H]1C(=O)N(Cc2cccnc2)C[C@@H]1Cc1ccccc1)Nc1ccccc1,1
COc1ccccc1N1CCN(S(=O)(=O)CCNC(=O)CC2CCCC2)CC1,-6
C[C@H](NC(=O)c1ncn2c1c(=O)[nH]c1ccc(Br)cc12)c1ccccc1,23
COC(=O)C1=C(C)NC(=O)NC1c1ccc(OC)c(OC)c1 (stereo unspecified),-5
CCOC1CCCc2oc(-c3ccc(OC)cc3)c(C#CCCO)c21 (stereo unspecified),6
CCCCC(=O)Nc1ccc(NCc2ccc(C)s2)cc1,-17
# Next part
SMILES,CXCR6 inh
Clc1nc(NCCc2ccccc2)c2cn[nH]c2n1,-8
CC(=O)Nc1cc(-c2cccc(N)c2)cn2c(-c3ccc(C(C)=O)cc3)cnc12,-2
OC(c1ccc(F)cc1)c1ncc(-c2ccc(Oc3ccccc3)cc2)[nH]1 (stereo unspecified),-5
CN1OC[C@@H]2CN(S(=O)(=O)c3cccc(C(F)(F)F)c3)[C@H](c3ccc(N4CCCCC4)cc3)C[C@@H]21,-1
COCCNc1nc(NCc2cccs2)nc2ccsc12,-4
O=C(CSc1ccccc1F)NC(=O)NC1CCCC1,-8

# Screening results (PubChem BioAssay)
